L929 necroptosis = inhibitors of zVAD-triggered necroptosis, primary screen, L929 cells; L929 zVAD necroptosis rescue, ATP luminescence, 24 h; with zVAD 60 µM; viability rescue, % at 10 µM; 0.38% of 220,000 active;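 active = activation, scaled between plate controls, above about 75%, limit read from the data; inactive = activation under that limit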;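 note: 0% = zVAD with DMSO and 100% = DMSO alone without zVAD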
Runt-CBFb FRET = inhibitors of RUNX1 Runt–CBFb binding, primary screen, biochemical, FRET, Cerulean-Runt, Venus-CBFb, uHTS; Runt-related transcription factor 1 (Homo sapiens) + Core-binding factor subunit beta …; Cerulean-Runt/Venus-CBFb FRET ratio 530/480, 1 h; inhibition, % at 20 µM; 0.46% of 220,000 active; AID 1496, 2009;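 active = inhibition over about 50% at 20 µM in the single-dose screen, limit read from the data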;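 note: 0% = DMSO wells and 100% = excess unlabeled CBFb competitor control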
Target sequence (Q01196 whole entry, looked up): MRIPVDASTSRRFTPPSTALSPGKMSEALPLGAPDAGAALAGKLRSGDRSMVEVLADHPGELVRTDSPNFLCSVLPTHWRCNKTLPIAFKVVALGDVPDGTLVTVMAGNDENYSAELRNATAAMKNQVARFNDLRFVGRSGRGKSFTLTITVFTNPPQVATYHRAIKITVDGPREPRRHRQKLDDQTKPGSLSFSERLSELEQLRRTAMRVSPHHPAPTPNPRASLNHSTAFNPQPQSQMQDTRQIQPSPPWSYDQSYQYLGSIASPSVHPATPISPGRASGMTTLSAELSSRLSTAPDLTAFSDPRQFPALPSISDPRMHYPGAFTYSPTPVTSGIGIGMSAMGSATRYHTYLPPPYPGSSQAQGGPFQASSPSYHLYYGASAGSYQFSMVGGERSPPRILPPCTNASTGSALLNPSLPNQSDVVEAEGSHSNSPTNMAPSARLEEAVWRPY
Target sequence (Q13951 whole entry, looked up): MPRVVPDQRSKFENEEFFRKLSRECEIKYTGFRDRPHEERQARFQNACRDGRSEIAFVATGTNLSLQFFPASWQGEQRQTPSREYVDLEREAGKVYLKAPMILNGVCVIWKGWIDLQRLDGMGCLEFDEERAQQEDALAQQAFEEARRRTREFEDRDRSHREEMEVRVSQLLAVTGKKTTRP
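Assay system: Cerulean-Runt domain fusion protein, energy donor; Signal: fluorescence energy transfer, 422 nm excitation, 530/480 nm emission; Timing: 1 h compound exposure, room temperature; Control set: unlabeled CBFb; Medium: Tris buffer pH 7.5 with salts and BSA; Compound: single test concentration of 20 µM, 1% DMSO final; Probe or stimulus: Venus-CBFb 100 nM.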
RBBP9 inh = human RBBP9 inhibitors, primary screen, biochemical, fluorescence polarization, FP-Rh probe, HTS; Serine hydrolase RBBP9 (Homo sapiens), O75884; recombinant RBBP9; inhibition, % at 7.94 µM; 0.2% of 220,000 active; AID 1515, 2009;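 active = inhibition above the campaign mean of all tested compounds plus 3 SD, cut at about 14% in these data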;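 note: plate controls were DMSO wells with RBBP9 for no effect and wells lacking RBBP9 protein for full effect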
Target sequence (O75884 whole entry, looked up): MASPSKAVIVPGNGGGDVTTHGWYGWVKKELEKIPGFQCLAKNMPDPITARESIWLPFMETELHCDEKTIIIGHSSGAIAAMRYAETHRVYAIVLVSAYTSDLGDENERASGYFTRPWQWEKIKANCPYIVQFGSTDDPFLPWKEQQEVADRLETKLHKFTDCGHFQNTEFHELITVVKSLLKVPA
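Measured by – fluorescence polarization · Test system – RBBP9 protein · Input – 2.5 µM RBBP9 dispensing solution, before mixing · Measure – percent inhibition from mP, scaled between DMSO and no-protein wells · Benchmarks – DMSO-treated enzyme wells and wells lacking RBBP9 · Times – preincubation 30 min plus labeling 45 min at 25 °C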
Runt-SMMHC FRET = inhibitors of RUNX1 Runt–CBFb-SMMHC binding, primary screen, biochemical, FRET, Cerulean-Runt, Venus-CBFb-SMMHC, uHTS; Runt-related transcription factor 1 (Homo sapiens) + Core-binding factor subunit beta …; Cerulean-Runt/Venus-CBFb-SMMHC FRET ratio 530/480, 1 h; inhibition, % at 20 µM; 0.74% of 220,000 active;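 active = mean inhibition across duplicate retests at 20 µM reaching about 50%, limit read from the data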;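 note: 0% = DMSO wells and 100% = wells with excess untagged CBFb-SMMHC; inhibitors lower the FRET ratio by blocking Runt binding to CBFb-SMMHC; some results filed as inactive read as strong as hits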
PERK inh = block of dimerizer-induced PERK translation repression, primary screen, PERK inhibitor project, CHO PERK-DD cells, SEAP luminescence, HTS; CHO PERK-DD fusion, SEAP luminescence translation reporter; Eukaryotic translation initiation factor 2-alpha kinase 3 (Homo sapiens), Q9NZJ5; 0.17% of 220,000 active; inhibition, % at 5.6 µM; AID 1416, 2008;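 active = inhibition above the mean inhibition of all tested compounds plus 3 SD, set separately per screening campaign, cut at about 2.9% in these data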;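 note: PERK kinase domain activated by AP20187 dimerizer at 100 nM; 0% = DMSO with dimerizer and 100% = rapamycin at 8.4 µM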
Hck-Nef inh = inhibitors of Nef-activated human Hck kinase, primary screen, biochemical, Z-Lyte FRET, 384-well, Hck-YEEI. Tyrosine-protein kinase HCK (Homo sapiens), P08631. Recombinant Hck-YEEI plus Nef, Z-Lyte FRET kinase assay. inhibition, % at 20 µM. 0.68% of 220,000 active;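 active = Hck-Nef kinase inhibition above about 50%, limit read from the data; inactive = inhibition below that limit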;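 note: 0% = DMSO with Hck plus Nef and 100% = Hck alone without Nef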
EP2 mod = EP2 receptor modulators, cAMP readout, primary screen, cell-based, HTRF cAMP, PGE2 stimulation; 0.83% of 260,000 active; induction, % at 25 µM; Prostaglandin E2 receptor EP2 subtype (Homo sapiens), P43116; AID 940, 2007; EP2-expressing cells, cAMP HTRF FRET, PGE2 co-stimulation;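 active = compounds whose cAMP rise, as percent of the full-agonist control response, exceeds 60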;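 note: rat C6 glioma line stably carrying human EP2 under a CMV promoter; the protocol text gives 20 µM as final concentration; 100% = response of wells given 1 µM PGE2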
PGE2 EP2 inh = human EP2 receptor antagonists, primary screen, TR-FRET cAMP, C6 glioma cells; inhibition, % at 25 µM; 0.52% of 260,000 active; Prostaglandin E2 receptor EP2 subtype (Homo sapiens), P43116; C6 glioma cells expressing human EP2; cells stimulated with saturating PGE2; AID 1422, 2008;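 active = percent inhibition above 40 after rounding to a whole number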;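 note: rat C6 glioma host cells with rolipram phosphodiesterase inhibitor present; the protocol text gives 20 µM as final concentration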
TNF death inh = inhibitors of TNF-alpha triggered necroptosis, primary screen, cell-based, Jurkat FADD-/-, single concentration; activation (protection from cell death), % at 10 µM; AID 463075, 2010; 0.068% of 220,000 active; Jurkat FADD-/- TNF necroptosis rescue, ATP luminescence, 24 h; 0 = TNF only, 100 = no-TNF cells;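 active = activation, meaning protection from cell death, of at least 50% relative to plate controls; inactive = activation below 50%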;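 note: necroptosis triggered by 40 ng/mL TNF-alpha added together with compound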
Numbers without * were called inactive; . = no result given; & = joins results of further samples. The list is partial (hit frequency here may not be typical).

SMILES	L929 necroptosis	Runt-CBFb FRET	RBBP9 inh	Runt-SMMHC FRET	PERK inh	Hck-Nef inh	EP2 mod	PGE2 EP2 inh	TNF death inh
CCN(CC)S(=O)(=O)c1cccc(C(=O)Nc2ccc(C#N)cc2)c1	12	0	-10	0	0.2	0	-33	2	-16
Cc1nc2sc(C(c3ccccc3)N3CCN(CCO)CC3)c(O)n2n1 (stereo not given)	0.0	0	.	-2	.	29	21	10	1.9
COc1ccc(Cl)cc1C(=O)Nc1cccc(-c2ccc3nncn3n2)c1	2.6	0	-5	2	0.0	-3	1	2	-1.8
Cc1nn(CC(=O)Nc2cccnc2)c(C)c1[N+](=O)[O-]	12	1	-6	-6	1.2	13	16	6	1.4
COC(=O)c1c(C)oc2ccc(NS(=O)(=O)c3cc(OC)ccc3OC)cc12	0.9	-1	-6	2	1.2	6	1	18	-2.6
CCN(Cc1ccccc1)C(=O)CS(=O)(=O)c1ccccc1	1.2	1	-1	3	-0.3	14	23	3	0.6
O=C(Nc1ccc2c(c1)OCCO2)c1ccccc1F	1.4	-1	2	-8	0.3	1	-23	12	-0.4
COc1ccc(NC(=O)CCN2CCOCC2)c(OC)c1	2.8	1	2	-31	0.8	15	-1&9	7&5	0.9
COc1ccc(Cc2nnc(Nc3ccccc3OC)[nH]c2=O)cc1	1.3	-2	2	1	0.5	19	-14	5	0.6
CCOC(=O)CC(=O)CSc1nc2nc(C)cc(C)n2n1	0.2	1	-4	0	1.3	8	26	9	0.6
C/C(=N\NC1=NCCN1)c1ccccc1	0.0	1	4	-3	1.4	6	-13	6	0.1
Cc1ccc(O)c(NC(=O)C2CC(c3ccc(F)cc3)=NO2)c1 (stereo not given)	.	-3	0	-6	0.5	-3	-28	7	-24
CCN(CC)S(=O)(=O)c1ccc(Cl)c(C(=O)NCc2ccco2)c1	0.6	1	-5	0	0.6	15	2	4	1.1
O=C(O)/C=C\C(=O)Nc1ccc(N2CCN(c3ccc(Cl)cc3)CC2)cc1	0.7	6	5	-6	0.9	23	13	9	2.0
O=C(CSc1nnc(Nc2ccccc2F)s1)NCc1ccco1	1.1	3	7	4	0.3	1	-27	10	-0.1
CCC(=O)Nc1ccc(C(=O)CSc2nc3ccc(C)cc3[nH]2)cc1	76*	-1	-10	-10	-0.1	2	-13	4	2.6
O=C(NCCCn1ccnc1)C1CC(c2ccccc2Cl)=NO1 (stereo not given)	1.0	0	-3	-1	-0.5	6	-1&-2	9&5	-0.5
O=C(NCc1ccco1)C1CCN(c2nnc(-n3cccc3)s2)CC1	2.2	1	-8	-2	-1.0	-1	-4	10	5.5
COc1ccc(C(=O)OCC(=O)NCC2CCCO2)cc1S(=O)(=O)N1CCCc2ccccc21 (stereo not given)	0.2	0	5	-3	1.0	10	-14	0	1.1
Cc1nc(NC(=O)CSc2nncs2)c(Cl)cc1Cl	0.0	-1	-8	-1	0.2	-7	-33	9	0.9

Pulled by compound from the list above, 2 records:
SMILES	L929 necroptosis	Runt-CBFb FRET	RBBP9 inh	Runt-SMMHC FRET	PERK inh	Hck-Nef inh	EP2 mod	PGE2 EP2 inh	TNF death inh
CCN(Cc1ccccc1)C(=O)CS(=O)(=O)c1ccccc1	1.2	1	-1	3	-0.3	14	23	3	0.6
O=C(Nc1ccc2c(c1)OCCO2)c1ccccc1F	1.4	-1	2	-8	0.3	1	-23	12	-0.4

(continued)
SMILES	L929 necroptosis	Runt-CBFb FRET	RBBP9 inh	Runt-SMMHC FRET	PERK inh	Hck-Nef inh	EP2 mod	PGE2 EP2 inh	TNF death inh
COC(=O)C1=C(C)NC(=O)CC1c1cccc(Cl)c1Cl (stereo not given)	1.0	1	-11	3	-0.6	1	38	6	0.6
Cc1ccc(/C=N/NC(=O)CSc2nnc(-c3ccccc3)n2-c2ccc(Cl)cc2)o1	0.0	15	-8	23	0.0	0	3	6	0.0
COc1cc(C2C(C#N)=C(N)Oc3cc(C)n(CC4CCCO4)c(=O)c32)cc2c1OCO2 (stereo not given)	-0.5	1	2	-1	0.3	0	10	10	0.1
O=C(Nc1ccc2nc(C3CC3)n(Cc3ccccc3)c(=O)c2c1)C1CC1	-0.5	2	8	-4	2.4	11	-4	4	1.2
CN(Cc1ccc2nsnc2c1)Cc1nc(Cc2cccc(F)c2)no1	0.0	1	1	-3	0.5	8	-18	5	5.0
CCOC(=O)c1cccc(NC(=O)CCS(=O)(=O)c2cccs2)c1	0.6	0	-2	-1	0.2	-2	-2	8	-0.4
Cc1cccc(-c2c3c(=O)n(C)c(=O)n(C)c3c3nnc4ccccc4n23)c1	-0.1	.	9	.	1.2	4	.	.	-2.2
CC1Oc2ccccc2C=C1/C=C1/SC(N2CCOCC2)=NC1=O (stereo not given)	-0.2	-1	-5	-8	1.7	0	0	10	-4.7
Cc1cccc(OCC(=O)Nc2cc(S(=O)(=O)N3CCCCC3)ccc2N2CCN(C)CC2)c1	-0.1	-2	-7	-2	0.6	-15	-27	3	2.5
O=S(=O)(Cc1noc(-c2ccc(OC(F)(F)F)cc2)n1)c1ccc(F)cc1	0.5	-3	-13	0	0.3	12	-23	3	2.2
CS(=O)(=O)Nc1ccc(C(=O)Nc2ccccc2C(=O)N2CCCC2)cc1	0.5	0	0	0	0.5	0	10	8	-1.2
Cc1ccc(N2CCC(N3CCN(C4CCCCC4)C(CCO)C3)CC2)cc1 (stereo not given)	-1.3	0	-5	1	0.2	4	5	5	-0.1
CCOC(=O)c1c(NC(=O)CSc2ncccn2)sc2c1CCN(Cc1ccccc1)C2	1.6	106*	-18	151*	-1.8	1	18	6	5.8
c1ccc2sc(Cc3nnc4n3CCCCC4)nc2c1	3.2	-1	-5	4	0.5	-3	4	3	-0.8
CCCCC(C(=O)NCCC(C)C)N(CCCN1CCOCC1)C(=O)c1snc(C(N)=O)c1N (stereo not given)	-0.1	-3	-6	3	0.1	-3	26	11	-2.9
CCSc1nnc(C)c2ccccc12	1.5	2	-9	2	2.1	1	18	22	-0.2
CCCC(=O)C1=C(O)C(C(=O)OC)C(C)(C)CC1=Nc1ccc(OC)cc1 (stereo not given)	0.2	-1	-2	1	0.0	17	31	10	1.2
N#Cc1nc(Cc2ccccc2)oc1NCCN1CCOCC1	-0.6	1	-3	3	0.1	2	3	7	-0.4
CC(C)OP(=O)(OC(C)C)C(O)c1ccc2c(c1)OCO2 (stereo not given)	-0.5	1	-5	5	-0.1	-4	5	4	-4.2
CC1(C)CC(CC(=O)O)(c2ccccc2)CCO1 (stereo not given)	0.3	0	-5	2	0.7	3	18	11	-2.4
O=C(O)c1ccc2c(c1)C(=O)N(CCC1=CCCCC1)C2=O	0.8	1	1	-3	0.9	-9	-1	8	1.6
O=C1CSC(c2ccc(Cl)cc2)N1c1cccnc1 (stereo not given)	0.2	0	-5	-1	0.5	8	-18	12	5.2
CC(=O)Nc1ccc(NC(=O)C2CCN(C(=O)c3cccs3)CC2)cc1	2.3	-1	-3	-2	1.4	18	25	4	-0.5
CCNC(=O)CC1C(=O)N(c2ccc(F)cc2)C(=O)N1Cc1ccc(OC)cc1 (stereo not given)	-0.2	-2	-6	-5	-0.2	3	-2	7	0.4
COCCn1c(=O)[nH]c(=O)c2c1nc(-c1ccc(-c3ccc(Cl)cc3[N+](=O)[O-])o1)n2Cc1ccccc1	0.3	3	-4	-4	-1.2	9	33	12	1.8
Nc1ccc2c(c1)C(=O)N(CCCC(=O)O)C2=O	-0.1	-17	0	-78	1.9	1	2	14	-2.0
Cc1ccsc1C(=O)Nc1cccc(S(=O)(=O)N(C)C)c1	1.0	-1	-8	3	0.4	-22	-67	8	-0.3
Cc1ccc2cc(CCNC(=O)C(C)(C)C)c(=O)[nH]c2c1	0.0	-1	-16	-2	-0.1	-8	7	7	-0.9
O=C(NCCOC(=O)c1ccc(Cl)c(S(=O)(=O)N2CCCCC2)c1)c1ccncc1	-0.3	0	3	-1	-0.3	1	13	33	-4.0
CCCOc1ccc(CCc2n[nH]c(=S)n2-c2ccccc2)cc1	-0.1	2	-2	10	-0.6	14	46	5	-3.0
O=C1CSC(c2cccnc2)N1c1ccccc1 (stereo not given)	0.9	-2	-7	2	0.0	-2	-1	8	1.4
O=C(N/C(=C/C=C/c1ccccc1)C(=O)N1CCOCC1)c1ccccc1Br	0.3	0	-7	-3	0.7	-5	19	7	1.8
COc1ccc(C(c2c(C)n(C)n(-c3ccccc3)c2=O)c2c(C)n(C)n(-c3ccccc3)c2=O)cc1O	0.0	0	-5	-4	0.3	17	5	5	0.2
O=C(Nc1nnc(C2CCCCC2)s1)c1ccco1	2.8	-2	-1	-5	-0.7	-1	-26	7	1.0
O=C(COC(=O)c1cc(S(=O)(=O)N2CCOCC2)ccc1Cl)Nc1ccc2c(c1)OCO2	-0.5	1	2	-1	0.5	0	0	8	1.0
COc1cccc(C(=O)NC2CC3CCCC(C2)N3S(=O)(=O)c2ccccc2)c1 (stereo not given)	0.1	1	5	2	0.8	20	-27	7	1.2
O=C(CCC1CCCCC1)Nc1ccccc1O	0.4	1	-10	-1	1.1	7	-4	6	0.0
NS(=O)(=O)c1cccc(NS(=O)(=O)c2ccc(/C=C/C(=O)O)cc2)c1	1.3	1	-13	0	-0.7	19	12	6	1.4
Nc1c2c(=O)oc(-c3ccccc3)cc2nn1-c1ccccc1	90*	0	-7	6	-0.9	67*	29	.	-15
COc1ccc(Cn2c(C)ccc2C)cc1	-0.1	1	-7	-2	0.9	2	24	11	2.0
Cc1ccc(NC(=O)CN2CCCCCC2)cc1Br	3.3	1	3	2	-0.7	23	-27	9	2.9
COc1cc(OC)c(OC)cc1/C=N/NC(=O)c1cccc(S(=O)(=O)N2CCOCC2)c1	3.2	-1	-7	1	1.2	1	-31	3	0.8
COc1ccc(/C=C/C(=O)N2CCN(c3ccccc3)CC2)cc1S(=O)(=O)N1CCOCC1	-0.5	-4	-4	1	-0.2	1	9	2	-3.2
COc1ccc(S(=O)(=O)N2CCOCC2)cc1C(=O)Nc1ccon1	0.4	0	-2	4	0.5	-6	35	8	0.3
